Assay outcomes (PubChem)
MC4R antag cAMP: antagonists of human melanocortin 4 receptor (MC4R); P32245; MC4R-expressing cells, MTII-stimulated cAMP, LANCE TR-FRET; inhibition, % at 6.5 µM; hit rate 0.48% among 360,000; AID 540295;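 active = inhibition above its plate's cutoff, the mean of tested wells on that plate plus 3 SD, cut at about 29% in these data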;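 also: 0% = Melanotan II alone and 100% = Melanotan II plus saturating MCL0020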
Target sequence (P32245 whole entry, looked up): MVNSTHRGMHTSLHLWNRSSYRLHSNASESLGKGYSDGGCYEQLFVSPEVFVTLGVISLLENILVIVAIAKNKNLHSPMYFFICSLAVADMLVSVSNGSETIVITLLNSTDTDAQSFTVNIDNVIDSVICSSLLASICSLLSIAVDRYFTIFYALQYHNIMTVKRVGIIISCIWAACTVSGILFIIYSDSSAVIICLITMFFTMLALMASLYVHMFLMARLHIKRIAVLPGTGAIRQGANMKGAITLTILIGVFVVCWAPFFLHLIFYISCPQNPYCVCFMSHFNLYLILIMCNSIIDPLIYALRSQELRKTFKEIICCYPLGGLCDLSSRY
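Assay system: U2OS cells stably expressing human melanocortin 4 receptor (MC4R) / Dosing: 6.5 µM / Timing: compound 30 min, challenge 1 h, detection 1 h / Measured by: Eu-cAMP/anti-cAMP TR-FRET, emission 671 nm / Replicates: singlicate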
NOD2-RIPK2 inh: blocks binding of human NOD2 to RIPK2; inhibition, % at 4.98 µM; O43353; AID 624267; CHO BLA complementation NOD2-RIPK2, CCF4 ratio; hit rate 0.38% among 360,000; in the data active = inhibition above about 21%;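 also: 0% = vehicle only and 100% = reference blocker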
Target sequence (O43353 whole entry, looked up): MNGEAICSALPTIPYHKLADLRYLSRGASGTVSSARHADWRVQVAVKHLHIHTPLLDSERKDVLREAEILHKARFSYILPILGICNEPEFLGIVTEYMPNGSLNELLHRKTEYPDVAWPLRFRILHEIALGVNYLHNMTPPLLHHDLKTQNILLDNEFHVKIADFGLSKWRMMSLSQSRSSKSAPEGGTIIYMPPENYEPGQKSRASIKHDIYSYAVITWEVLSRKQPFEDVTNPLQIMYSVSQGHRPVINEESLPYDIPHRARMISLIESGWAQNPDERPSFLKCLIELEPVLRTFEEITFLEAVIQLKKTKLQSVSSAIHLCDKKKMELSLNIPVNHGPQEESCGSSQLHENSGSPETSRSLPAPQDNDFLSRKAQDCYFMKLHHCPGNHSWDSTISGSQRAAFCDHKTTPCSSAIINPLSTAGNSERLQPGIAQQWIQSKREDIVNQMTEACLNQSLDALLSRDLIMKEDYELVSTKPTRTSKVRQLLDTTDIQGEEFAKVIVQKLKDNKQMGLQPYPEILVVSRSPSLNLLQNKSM
ABCB6 inh MLPCN: blocks the human ABCB6 transporter | hit rate 0.19% among 360,000 | Q9NP58 | K562-ABCB6 porphyrin accumulation, flow cytometry, 1 h; stronger effect = lower value | fluorescence ratio to DMSO, % at 10 µM;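 active = fluorescence ratio to DMSO below 75%, the collection mean minus 3 SD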;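 also: signal is porphyrin accumulated inside mitochondria; 100% equals median channel fluorescence of DMSO control wells; lower ratio means ABCB6 inhibition with less porphyrin fluorescence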
aDG glyco act: alpha-DG glycosylation activation; Pro5-aDG cells, alpha-DG glycosylation AlphaScreen (IIH6); 0% Pro5, 100% B10-LARGE cell signal; hit rate 0.22% among 360,000; AID 624168; activation, % at 10 µM;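 active = activation of at least 8% versus controls, or a plate z-score of at least 8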;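 also: Pro5 are CHO cells carrying HIG-tagged alpha-DG that lacks glycosylation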
Exocytosis inh: blocks lytic granule exocytosis; TALL-104 LAMP-1 surface exposure, flow cytometry; cells stimulated with thapsigargin and PMA; inhibition, % at 10 µM; hit rate 0.66% among 360,000;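 active = inhibition above about 55%, limit read from the data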
Vif imaging: blocks HIV Vif function. HEK293T cells, Vif self-association by quenched fluorescence, imaging, 24 h. inhibition, % at 7.49 µM. hit rate 0.35% among 340,000. AID 602346; in the data active = inhibition above about 50%, passing the limit was not always enough; also: some results filed as inactive read as strong as hits
TLR9-MyD88 inh: inhibitors of human TLR9-MyD88 binding. AID 504734. CHO BLA complementation TLR9-MyD88, CCF4 FRET ratio. inhibition, % at 4.98 µM. hit rate 0.21% among 340,000;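 active = inhibition above the mean over all tested compounds plus 3 SD, cut at about 21% in these data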;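 also: 0% = DMSO only wells and 100% = clavulanate BLA inhibitor control wells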
MC4R ag barr: human MC4R agonism via beta-arrestin | P32245 | activation, % at 8.9 µM | hit rate 0.98% among 360,000 | U2OS MC4R beta-arrestin complementation, luminescence; percent of melanotan II response, DMSO zero;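 active = activation above a per-plate cutoff, the mean activation of sample wells on that plate plus 3 SD, cut at about 8% in these data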
ABHD5-PLIN5 inh: blocks binding of human ABHD5 to perilipin-5; hit rate 0.78% among 360,000; inhibition, % at 4 µM; Split G. princeps luciferase complementation, luminescence, 4 h;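 active = inhibition above the mean inhibition across every tested compound plus 3 SD, cut at about 22% in these data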;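 also: 0% = DMSO only wells and the 100% control is not disclosed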
N-glyco inh: N-linked glycosylation inhibition. reporter increase, % at 12.5 µM. AID 588692. hit rate 0.23% among 360,000. D54 ERlucT glycosylation luciferase reporter, 24 h; percent of 100 nM tunicamycin response;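 active = mean luciferase reporter signal, scaled so untreated is 0 and the glycosylation-blocking control 100, at or above a set limit in every replicate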;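 also: luciferase carries N-glycosylation sites so blocking glycosylation raises the light; 0% = median of neutral control wells and 100% = median of 100 nM tunicamycin wells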
Starred values were filed as active, the others as inactive; · = not tested or not shown. These rows are one share of the data; count on the stated rates, not on these rows.

SMILES	MC4R antag cAMP	NOD2-RIPK2 inh	ABCB6 inh MLPCN	aDG glyco act	Exocytosis inh	Vif imaging	TLR9-MyD88 inh	MC4R ag barr	ABHD5-PLIN5 inh	N-glyco inh
CCOC(=O)C(CC)(CCC(=O)O)c1csc(N)n1 (configuration not stated)	0.1	-12.9	95.0	0.3	-0.9	-7.2	-7.5	0.8	1.3	1.2
Cc1nn(C)c(C)c1NC(=O)C12CC3CC(CC(C3)C1)C2	4.2	-1.9	92.0	0.1	-0.1	·	6.5	-1.9	2.5	2.1
COC(=O)c1ccccc1NC(=O)CSc1nnc(C(CO)NC(=O)c2ccccc2)n1C (configuration not stated)	2.8	-11.1	104.0	-0.3	3.1	·	13.5	1.3	2.5	-0.4
CCCS(=O)(=O)n1nc(-c2ccc(OC)cc2)cc1N	1.5	-0.2	92.0	0.0	0.6	16.5	-0.7	-1.5	-5.1	-1.1
Cc1ccc(S(=O)(=O)N(C)CC(=O)O/N=C(\N)c2cccc([N+](=O)[O-])c2)cc1	9.2	0.4	99.0	-0.4	5.0	6.0	1.1	-1.1	1.7	0.4
Cc1c[n+](C)ccc1CC1C([N+](=O)[O-])=C[N-]c2ncnn21 (configuration not stated)	-2.3	-5.3	95.0	-0.1	0.8	4.0	-0.6	-1.7	-5.9	-0.2
COc1ccc(-c2noc(-c3ccc4c(c3)OCO4)n2)cc1	0.9	-2.7	92.0	-0.1	-1.3	-4.1	-1.4	-1.2	1.5	-0.3
Cc1nn(CC(=O)N2CCN(C34CC5CC(CC(C5)C3)C4)CC2)c(C)c1[N+](=O)[O-]	9.6	1.1	90.0	-0.1	-2.1	10.2	-3.1	-0.7	9.5	1.9
CCO[C@H]1OC(C(=O)NCc2ccccc2)=C[C@@H](c2ccccc2)[C@@H]1CCCO	-4.9	3.9	93.0	0.3	19.8	4.1	0.2	0.6	3.7	0.3
Cc1cc(C(=O)Nc2ccncc2)ccc1[N+](=O)[O-]	14.0	7.8	97.0	0.0	-3.7	-1.3	-0.8	-1.4	12.8	-1.6
CCN(CC)c1ccc(C2C3CCCCC3(O)CCN2CC(=O)N2CCCCC2)cc1 (configuration not stated)	5.9	9.3	110.0	-0.1	-3.1	-0.1	-12.4	2.0	-3.8	0.1
Cc1nc(-c2ccc(F)cc2)c(CC(=O)N2CCN(S(=O)(=O)c3cccc([N+](=O)[O-])c3)CC2)s1	-6.1	3.3	226.0	-0.3	-0.9	10.8	3.8	2.0	3.7	1.5
O=C(COC(=O)COc1ccccc1)NCCc1ccccc1	5.5	-4.8	96.0	-0.1	-3.6	·	1.0	-3.2	-0.4	1.7
CCn1ncc(NC(=S)Nc2ccc3c(c2)OCO3)c1C(N)=O	-0.2	7.4	103.0	-0.4	2.0	0.9	4.6	-2.9	-12.8	6.6
Cc1ccc(-c2cc(C(F)(F)F)n3ncc(C(=O)N4CCN(C)CC4)c3n2)cc1	0.8	8.5	99.0	-0.2	-0.3	1.1	-8.2	-0.7	-2.6	1.8
CC(C)(C)n1nnnc1C(c1ccccc1)N1CCN(c2c(Cl)cncc2Cl)CC1 (configuration not stated)	·	4.0	92.0	-0.2	-0.3	·	·	·	2.5	·
COc1ccc(F)cc1S(=O)(=O)NC1CCCC1	-0.6	-6.5	98.0	0.2	0.0	·	1.0	-2.3	-1.9	-0.3
COC(=O)[C@]12CCCCC=C1N(CCc1ccc(OC)c(OC)c1)C(=O)[C@H](CC(=O)NCCc1ccccc1OC)C2	·	1.8	·	-0.1	1.0	·	·	·	7.1	·
CCc1nc2c(OCCOc3ccccc3)cccn2c1N(C)C(=O)c1ccc(OC)cc1	5.5	0.9	92.0	-0.2	5.4	-14.8	·	-0.8	8.1	-4.3
Cc1cc(-c2ccco2)n2c(nc3ccccc32)c1C#N	-1.5	-0.1	108.0	-0.1	-1.7	-7.6	0.6	-2.9	9.2	2.6
NC(=O)c1cccnc1Sc1ccc(Cl)cc1	10.4	2.9	99.0	-0.1	-0.1	-2.0	0.9	-1.2	-3.9	-0.8
O=C(NCC(c1ccco1)N1CCCCC1)c1cccnc1 (configuration not stated)	9.2	7.6	102.0	-0.1	-2.5	0.5	-6.0	3.2	0.8	2.7
O=C(CSc1nnc(SCc2ccccc2)s1)N/N=C/c1ccc(Cl)cc1Cl	2.8	-9.8	97.0	0.0	4.0	-2.6	7.3	-1.8	-3.4	-1.0
Cc1ccccc1-n1c(C)c(C#N)c(=O)c(-[n+]2ccccc2)c1[S-]	1.6	-0.8	95.0	0.1	-0.4	0.0	0.1	-0.7	-2.4	0.2
CCC1CCCCN1CCCNC(=O)c1ccc2c(=O)n(CCOC)c(=O)[nH]c2c1 (configuration not stated)	7.4	-4.1	90.0	0.1	-9.9	8.0	-3.4	-1.8	-9.4	0.8

(listing goes on)
SMILES	MC4R antag cAMP	NOD2-RIPK2 inh	ABCB6 inh MLPCN	aDG glyco act	Exocytosis inh	Vif imaging	TLR9-MyD88 inh	MC4R ag barr	ABHD5-PLIN5 inh	N-glyco inh
COc1ccc(/C=N/Nc2nonc2N)cc1OC	2.0	-4.6	89.0	0.2	0.2	-1.9	-3.6	-0.4	-4.0	0.1
O=C(CCCN1C(=O)c2ccccc2C1=O)Nc1ccc(S(=O)(=O)N2CCCCC2)cc1	10.4	-10.5	95.0	0.2	0.9	·	-6.5	-1.2	-4.0	-1.2
Cc1cccc(CCNC(=O)Cc2ccc(NC3=NC4CS(=O)(=O)CC4S3)cc2)c1 (configuration not stated)	17.8	-3.8	105.0	0.1	5.0	12.0	1.5	0.3	7.2	0.5
COc1ccc(S(=O)(=O)N2CCOCC2)c(C)c1C	12.2	4.2	90.0	0.3	0.8	·	0.5	-2.3	-2.6	1.3
CC1(C(=O)NS(=O)(=O)c2ccc(Br)cc2)CCN1C(=O)C/C=C/c1ccccc1 (configuration not stated)	7.8	1.6	95.0	-0.2	7.3	5.7	·	-2.9	11.7	2.0
CCOc1ccc(CN2CCCC(CNC(=O)c3ccc(F)cc3)C2)cc1CO (configuration not stated)	8.1	-8.1	96.0	0.1	-2.0	-9.5	-3.2	-0.9	4.4	1.0
Cc1ccc(OCC(=O)NCCCNC(=O)COc2ccc(C)cc2)cc1	3.1	-6.9	99.0	-0.3	-3.4	-4.9	8.1	-4.4	2.4	0.4
CCOc1ccc(C)cc1S(=O)(=O)N1CCCCC1	13.3	11.4	107.0	0.1	-1.0	-7.5	-1.3	1.3	-7.4	0.6
CCCOC(=O)C1=C(C)OC23OC(N)=C(C#N)C12C(=O)c1ccccc13 (configuration not stated)	12.1	-5.5	·	0.3	-2.7	-2.4	1.1	-0.9	4.4	1.5
Cc1ccc(C)n1-c1nnc(N2CCC(C(=O)N3CCN(C)CC3)CC2)s1	1.8	-2.4	106.0	0.0	-2.6	5.4	5.8	-0.3	1.5	6.9
O=S(=O)(Nc1ccc(Cc2ccncc2)cc1)N1CCCC1	8.3	-3.7	100.0	0.2	-0.9	4.0	1.1	-1.4	-7.4	-0.3
Cc1cc(C)cc(Nc2ccc([N+](=O)[O-])nc2[N+](=O)[O-])c1	-1.8	1.1	99.0	-0.2	0.3	8.5	-1.0	-1.0	-2.2	3.7
NS(=O)(=O)c1ccc(CCNC(=O)c2ccc3c(c2)N(Cc2ccccc2)CCS3)cc1	15.6	1.9	97.0	-0.1	-8.0	-4.5	3.9	-1.0	0.4	-3.5
O=C(NCCc1c[nH]c2ccccc12)C1CCN(S(=O)(=O)c2ccccc2)CC1	21.6	-3.9	98.0	0.1	21.5	·	-20.8	-0.2	6.0	-1.3
Cc1ccc(Cn2nc(C)cc2C(=O)Nc2ccccc2Cl)cc1	10.2	5.6	96.0	0.1	14.4	3.2	9.2	4.1	-2.5	1.7
Cc1ccsc1C(=O)OCC(=O)NC1CCCCC1C (configuration not stated)	0.4	-19.7	97.0	-0.1	0.4	-3.2	-6.5	-0.1	1.0	-1.2
Cn1ncc([N+](=O)[O-])c1C(=O)Nc1ccc(C2CCCCC2)cc1	0.0	-5.7	87.0	0.5	-0.5	-6.7	0.2	3.5	-5.3	-2.8
CCCNC(=O)CNC(=O)c1ccc(C#N)cc1	-2.5	4.9	98.0	-0.1	2.8	-2.4	-7.5	-0.9	13.6	1.0
CC1CCN(CCCCOc2ccc(Cl)cc2)CC1	0.1	4.7	98.0	-0.1	13.0	-4.4	7.4	-0.6	-2.5	-1.9
O=C(Nc1ccc(-c2csc(Nc3ccccc3)n2)cc1)c1cc([N+](=O)[O-])cc(C(F)(F)F)c1	9.7	-7.1	98.0	-0.2	3.8	0.8	3.6	-1.0	4.2	-6.6
COc1ccccc1NC(=S)N(CCc1c(C)[nH]c2ccccc12)Cc1cccs1	1.2	-13.5	97.0	-0.1	8.7	21.2	10.3	0.4	-4.9	-6.5
CCc1c(C)nc(SCC(=O)N2CCCCC2CC)[nH]c1=O (configuration not stated)	3.5	1.3	95.0	0.1	-1.8	0.5	-0.4	-0.2	3.9	3.3
CC1CN(C)C(C)c2c1oc1ccc([N+](=O)[O-])cc21 (configuration not stated)	1.6	-13.5	104.0	-0.2	-7.0	2.9	-6.9	-2.8	4.2	-0.3
Cn1c(Cc2ccccc2)nnc1SCC(=O)Nc1ccc2c(c1)OCCO2	-4.0	-1.2	96.0	-0.2	0.0	1.8	-3.7	1.4	9.6	1.2
CCOc1ccc(OCC(=O)OCC(=O)Nc2ccccc2C#N)cc1	4.2	-1.4	97.0	0.3	0.0	0.3	-1.4	-1.1	-4.5	-0.6
Cc1cc(OC(C)C(=O)Nc2ccncc2)ccc1Cl (configuration not stated)	4.4	-2.5	107.0	0.7	-2.2	1.3	-2.1	0.7	0.1	-3.6
COC(=O)[C@@]12CCCN1[C@H](c1ccc(-c3ccc(F)cc3)cc1)[C@H]1C(=O)N(C)C(=O)[C@H]12	18.5	9.6	101.0	-0.1	-9.3	·	-3.3	-0.6	15.2	0.1
CC(C)CC(OC(=O)c1cccs1)C(=O)NCc1ccco1 (configuration not stated)	-0.1	0.8	98.0	0.2	0.9	3.4	0.3	-1.9	8.1	1.8
COC(=O)Nc1ccc(S(=O)(=O)N2c3ccccc3CCC2C)cc1 (configuration not stated)	-23.6	-0.5	141.0	0.2	13.8	2.0	-5.8	0.9	4.4	17.7

Entries of single compounds, looked up by structure. Order of values: MC4R antag cAMP	NOD2-RIPK2 inh	ABCB6 inh MLPCN	aDG glyco act	Exocytosis inh	Vif imaging	TLR9-MyD88 inh	MC4R ag barr	ABHD5-PLIN5 inh	N-glyco inh
Cc1cc(OC(C)C(=O)Nc2ccncc2)ccc1Cl (configuration not stated) is listed as 4.4	-2.5	107.0	0.7	-2.2	1.3	-2.1	0.7	0.1	-3.6
O=C(NCCc1c[nH]c2ccccc12)C1CCN(S(=O)(=O)c2ccccc2)CC1 is listed as 21.6	-3.9	98.0	0.1	21.5	·	-20.8	-0.2	6.0	-1.3
Cc1ccc(C)n1-c1nnc(N2CCC(C(=O)N3CCN(C)CC3)CC2)s1 is listed as 1.8	-2.4	106.0	0.0	-2.6	5.4	5.8	-0.3	1.5	6.9
COc1ccc(S(=O)(=O)N2CCOCC2)c(C)c1C is listed as 12.2	4.2	90.0	0.3	0.8	·	0.5	-2.3	-2.6	1.3
COC(=O)Nc1ccc(S(=O)(=O)N2c3ccccc3CCC2C)cc1 (configuration not stated) is listed as -23.6	-0.5	141.0	0.2	13.8	2.0	-5.8	0.9	4.4	17.7
